Screens from PubChem.
STK33 inh: human STK33 kinase inhibition; Q9BYT3; purified STK33, MBP phosphorylation, ADP-Glo luminescence; inhibition, % at 10 µM; 0.073% of 320,000 active; AID 2661;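 active = inhibition at or above 25%, using the most active replicate where run in duplicate; inactive = inhibition below 25%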
Kir21 block: Kir2.1 (mouse) channel inhibition; HEK293-Kir2.1, FluxOR thallium flux fluorescence; active compounds read low; B-score at 10 µM; 0.85% of 310,000 active; AID 1672;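 active = fluorescence ratio B-score at or below minus 3 SD of library scores, with starting-brightness B-score within 2 SD, cut at about -4.2 in these data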;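 note: channel flux triggered by added potassium and thallium sulfate stimulus; B-score of peak minus minimum fluorescence over baseline after thallium stimulus; more negative B-score means stronger Kir2.1 block with less thallium influx; some compounds called inactive have numbers as strong as hits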
KCNQ2 block: KCNQ2 channel blockers in CHO-K1 cells – cell-based, FluxOR thallium flux, B-score, primary screen (AID 2156); O88943; 20 min; active compounds read low; B-score at 10 µM; 1.1% of 310,000 active;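 active = fluorescence ratio B-score at most minus 3 library SDs, with starting brightness B-score within 2 library SDs, cut at about -5.5 in these data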
Target sequence (O88943 whole entry, looked up): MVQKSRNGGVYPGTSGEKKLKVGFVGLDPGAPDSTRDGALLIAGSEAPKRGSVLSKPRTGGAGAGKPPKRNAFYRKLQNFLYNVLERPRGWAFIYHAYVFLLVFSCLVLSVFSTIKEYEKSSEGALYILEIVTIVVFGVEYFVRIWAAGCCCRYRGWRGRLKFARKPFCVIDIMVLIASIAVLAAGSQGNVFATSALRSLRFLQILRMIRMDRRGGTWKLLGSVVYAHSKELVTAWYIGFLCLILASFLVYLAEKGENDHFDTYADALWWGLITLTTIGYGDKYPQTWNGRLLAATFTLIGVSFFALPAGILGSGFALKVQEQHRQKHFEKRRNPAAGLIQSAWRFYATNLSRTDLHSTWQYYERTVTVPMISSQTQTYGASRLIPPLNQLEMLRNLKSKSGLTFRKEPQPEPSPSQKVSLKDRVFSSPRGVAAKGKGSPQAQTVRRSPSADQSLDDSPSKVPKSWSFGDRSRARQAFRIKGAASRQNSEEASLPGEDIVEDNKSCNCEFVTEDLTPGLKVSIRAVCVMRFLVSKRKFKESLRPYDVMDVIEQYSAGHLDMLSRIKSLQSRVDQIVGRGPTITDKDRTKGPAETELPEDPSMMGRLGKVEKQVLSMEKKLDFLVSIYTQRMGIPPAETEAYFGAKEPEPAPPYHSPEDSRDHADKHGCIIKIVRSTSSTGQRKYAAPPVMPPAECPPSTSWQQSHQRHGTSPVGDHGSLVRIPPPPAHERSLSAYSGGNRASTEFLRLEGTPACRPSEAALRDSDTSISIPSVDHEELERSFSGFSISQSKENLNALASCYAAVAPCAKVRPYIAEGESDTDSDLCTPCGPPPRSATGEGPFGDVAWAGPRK
The depositor's hits bear a star; i = inactive; x = no result given.

STK33 inh	Kir21 block	KCNQ2 block	smiles
1.3	-0.7	i	Cc1nn(C)c(C)c1NC(=O)CCCSc1nc(-c2ccco2)cc(C(F)(F)F)n1
-2.3	-0.01	i	O=C(c1ccccc1)N(Cc1ccc(F)cc1)Cc1nc2ccccc2c(=O)[nH]1
-0.8	0.46	i	COC(=O)c1ccccc1NC(=O)COC(C)=O
-0.9	0.22	i	Cc1cccc(OCCCn2c(=O)oc3ccc(C)cc32)c1
-0.2	-0.1	i	CCOC(=O)CN1NC2(CCC(C(C)(C)C)CC2)NC1=S (stereo not given)
-0.7	-0.38	i	O/N=C1\CC/C(=N\O)c2nn(-c3ccc(Cl)cc3Cl)nc21
-0.1	-0.49	i	Cc1cccc(C)c1NC(=O)CN(C)C(=O)Cc1cccc(C(F)(F)F)c1
0.3	-0.93	i	CCN1CCN(c2ncnc3sc(C(=O)Nc4ccccc4F)c(C)c23)CC1
0.3	-1.4	i	N#C/C(=C\c1ccc(-c2cccc([N+](=O)[O-])c2)o1)C(=O)Nc1nc(-c2cccs2)cs1
-3.7	-1.3	i	COCc1cc(C)nc2sc(C(=O)Nc3ccccc3OC)c(N)c12
0.2	1	i	COc1ccc(C(=O)NCCS(=O)(=O)NC(C)c2ccccc2)cc1 (stereo not given)
-1.2	-0.73	i	Cc1nc2ccc(S(=O)(=O)Nc3ccc(-c4nc5cccnc5s4)cc3)cc2s1
0.1	-0.07	i	CC(=O)Nc1ccc(NC(=O)C(Cc2ccccc2)NC(=O)C2CCC(C)CC2)cc1 (stereo not given)
-0.4	-0.07	i	COCCSc1ccccc1C(=O)Nc1ccc(S(=O)(=O)N2CCOCC2)cc1
-2.2	0.22	i	CCOC(=O)c1c(NC(=O)CSc2ncccn2)sc(C(=O)NC)c1C
0.3	0.26	i	C=CCN(c1ccccc1)S(=O)(=O)c1cccc(C(=O)NNC(=O)c2ccccc2O)c1
-0.1	0.23	i	O=C(Cn1cnc2cc([N+](=O)[O-])ccc2c1=O)Nc1ccccc1-c1ccccc1
-0.8	0.44	i	COC(=O)N/N=C/c1cc(Cl)c(OCc2ccc(F)cc2)c(OC)c1
-1.6	-0.34	i	Cc1ccc(C2=N/C(=C\c3cccnc3)C(=O)O2)cc1
0.3	0.37	i	COc1ccc(/C=N/NC(=O)c2c(C)nc3ccc(Br)cn23)cc1OC
0.8	-0.29	i	N/C(=N/O)c1nc(N2CCCCC2)nc(N2CCCCC2)n1
1.4	-2.1	i	O=C(N1CCOCC1)N1CCN(Cc2ccccc2)CC1
2.1	0.48	i	Cc1occc1C(=O)NNC(=S)Nc1cccc([N+](=O)[O-])c1
-4.1	-0.25	i	Cc1ccc(C)c(S(=O)(=O)NC2CCS(=O)(=O)C2)c1 (stereo not given)

A different layout for 2 compounds above:
| canonical_smiles | STK33 inh | Kir21 block | KCNQ2 block |
| --- | --- | --- | --- |
| Cc1nc2ccc(S(=O)(=O)Nc3ccc(-c4nc5cccnc5s4)cc3)cc2s1 | -1.2 | -0.73 | i |
| CC(=O)Nc1ccc(NC(=O)C(Cc2ccccc2)NC(=O)C2CCC(C)CC2)cc1 (stereo not given) | 0.1 | -0.07 | i |

Further structures.
STK33 inh	Kir21 block	KCNQ2 block	smiles
-0.6	0.65	i	COC(=O)CCC(=O)OC1(C)C(=O)C2=COC(c3ccc(OC)cc3)=CC2=C(Br)C1=O (stereo not given)
-0.6	-2.4	i	Cc1ccc(C(=O)Nc2cc([N+](=O)[O-])ccc2F)s1
0.2	0.37	i	CCC(=O)N1CCc2cc(S(=O)(=O)NCCC(=O)NC3CCCCCC3)ccc21
2.0	1.4	i	NNC(=O)c1n[nH]c(=O)c2ccccc12
-0.8	-1.6	i	CN1CCN(CC(O)COc2ccc(Cl)cc2)CC1 (stereo not given)
-3.3	0.73	i	O=C(Nc1ccc(OCC(F)(F)C(F)F)c(C(F)(F)F)c1)c1ccccc1
-1.9	-0.87	i	O=C(Nc1ccccc1)C1CC2CCCC(C1)C2=O (stereo not given)
0.3	-0.85	i	CC1Cc2nc(SCC(=O)NCCc3ccccc3)n(C)c(=O)c2S1 (stereo not given)
-1.2	2.3	i	Cc1cccc2c(N=Nc3ccc(S(=O)(=O)Nc4ccc(Cl)cc4)cc3[N+](=O)[O-])c(O)[nH]c12
0.3	-0.21	i	O=c1[nH]cc(S(=O)(=O)Nc2ccc3c(c2)OCO3)c(=O)[nH]1
-1.9	-3	i	CCCNC(=O)Cn1sc2nc(C)cc(C)c2c1=O
-1.0	-0.34	i	CN(C)c1cc[n+](CC(=O)N2CCCc3ccccc32)cc1
0.7	0.14	i	COC(=O)c1cc(NC(C)=O)ccc1N1CCOCC1
-0.4	0.01	i	COc1ccccc1N1CCN(S(=O)(=O)c2cn(C)nc2C)CC1
0.3	-0.65	i	N#C/C(=N\Nc1ccccc1)C(N)=S
-2.2	0.63	i	Cc1nnc(SCC(=O)NCc2ccccc2)[nH]c1=O
-1.2	-0.49	i	CC(=O)c1cc(-c2ccccc2)n(CC(=O)NC(C)(C)C)c1C
0.5	2.2	i	CCOc1ccc(CCNC(=O)CCNC(=O)c2ccco2)cc1OCC
-0.8	-2.5	i	Cc1noc(C)c1CSCC(=O)N(C)CC(=O)Nc1ccc(Cl)c(Cl)c1
-0.8	-1.1	i	CCN(CC)C(=O)CSc1ncnc2c1cnn2Cc1ccccc1
-2.2	0.14	i	Cn1c(COc2ccc(F)cc2)nnc1SCC(=O)NC1CC1
-1.0	0.75	i	COc1ccc(C(=O)NCCNC(=O)c2cnccn2)cc1OC
0.3	2.8	i	O=C(N/N=C/c1c[nH]c2ccc(Br)cc12)c1ccn(Cc2ccc(Cl)cc2)n1
-1.4	-0.38	i	O=c1c(Br)c(N2CCCC2)cnn1-c1ccccc1
0.4	-7.2*	i	Clc1cccc(CN2CCC(Cc3ccccc3)CC2)c1
0.4	-1	i	O=C(COC(=O)Cc1ccccc1F)Nc1ccc(SC(F)F)cc1
0.8	1.4	i	CCC12CN(S(=O)(=O)c3ccc(C)cc3)CC(CC)(CN(S(=O)(=O)c3ccc(C)cc3)C1)C2=O
-1.6	0.56	i	O=C1C(NS(=O)(=O)c2cccs2)=C(N2CCN(c3cccc(Cl)c3)CC2)C(=O)c2ccccc21
-0.4	1.5	i	COc1cc(N2Cc3ccccc3C2)ccc1C=O
0.8	-0.8	i	COc1ccc(C2=Nc3cc(C)ccc3OC2)cc1
-0.2	1.1	i	N=c1c(C(=O)NC2CCCCC2)cc2c(=O)n3ccccc3nc2n1CCc1ccccc1
0.5	-1.1	i	O=C(Nc1ccccc1)C1=C[C@H](c2ccccc2)C[C@H](OCc2ccc(CO)cc2)O1
-0.5	0.25	i	Cc1ccc(/C=N/NC(=O)CSc2nc3nc(C)cc(C)n3n2)cc1
-1.0	-0.75	i	O=C(CS(=O)CC(=O)Nc1ccccc1-c1ccccc1)Nc1ccc(F)cc1 (stereo not given)
-1.4	-0.08	i	CCOc1ccc(OCCOCCOc2ccccc2Cl)cc1
-0.7	1.2	i	CC(=O)Nc1ccc(S(=O)(=O)N2CCN(C3CCCCCCC3)CC2)cc1

Seven compounds from above, arranged by count of non-hydrogen atoms, ascending.
STK33 inh	Kir21 block	KCNQ2 block	smiles
-0.4	1.5	i	COc1cc(N2Cc3ccccc3C2)ccc1C=O
0.4	-1	i	O=C(COC(=O)Cc1ccccc1F)Nc1ccc(SC(F)F)cc1
-0.7	1.2	i	CC(=O)Nc1ccc(S(=O)(=O)N2CCN(C3CCCCCCC3)CC2)cc1
-1.0	-0.75	i	O=C(CS(=O)CC(=O)Nc1ccccc1-c1ccccc1)Nc1ccc(F)cc1 (stereo not given)
0.5	-1.1	i	O=C(Nc1ccccc1)C1=C[C@H](c2ccccc2)C[C@H](OCc2ccc(CO)cc2)O1
-0.2	1.1	i	N=c1c(C(=O)NC2CCCCC2)cc2c(=O)n3ccccc3nc2n1CCc1ccccc1
-1.6	0.56	i	O=C1C(NS(=O)(=O)c2cccs2)=C(N2CCN(c3cccc(Cl)c3)CC2)C(=O)c2ccccc21

Continuation.
STK33 inh	Kir21 block	KCNQ2 block	smiles
-2.1	-0.05	i	N#Cc1cccc(NC(=O)CNc2cccc(S(=O)(=O)N3CCCC3)c2)c1
-1.5	2.4	i	COc1cc2c(C(=O)N3CCN(c4ccccc4F)CC3)cn(C)c(=O)c2cc1OC
-2.5	-0.15	i	COc1ccc(CNC(=O)CSc2ccc(Br)cc2)cc1OC
0.0	-0.93	i	O=C(NC1CCCCCC1)c1nc2ncccn2n1
-1.2	-0.41	i	CC1=C(C(=O)Nc2ccccc2)C(c2ccc3c(c2)OCO3)C2=C(CCCC2=O)N1 (stereo not given)
-0.1	0.54	i	CCOC(=O)c1ccc(NC(=O)CN2C(=O)CCC2=O)cc1
0.5	1.2	i	Cc1nn(Cc2ccc(Cl)cc2)c2sc(C(=O)O)cc12
-1.1	-0.66	i	CCOC(=O)CN(C(=O)CSc1nnc(CNc2ccc(C)cc2C)o1)c1ccccc1
-2.3	1.7	i	CCC1CCCCN1CCCNC(=O)C1CCN(c2nnc(-n3cccc3)s2)CC1 (stereo not given)
-0.6	1.3	i	CCN(CC)S(=O)(=O)c1ccc(C(=O)Oc2ccc3c(c2)OCO3)cc1
0.3	1.4	i	COc1ccc(N(Cc2cc3ccccc3[nH]c2=O)S(C)(=O)=O)cc1
-0.9	-2.3	i	C/C(=N/NC(=O)Cc1c(C)[nH][nH]c1=O)c1ccc(O)cc1
0.3	-1.4	i	CSc1ccccc1C(=O)NC1CCSc2ccccc21 (stereo not given)
-1.3	-0.47	i	Cc1ccc(C)c(N2CCN(S(=O)(=O)c3ccc4c(c3)OCCO4)CC2)c1
0.3	-0.96	i	CC(=O)Nc1ccc(-c2nnc(SCC(=O)NCc3ccco3)n2C)cc1
-0.7	-0.83	i	CC(C)NC(=O)c1cc(-c2ccco2)on1
-0.9	-0.74	i	CC1(C)Cc2c(C#N)c(SCCC#N)nc(N3CCOCC3)c2CO1
-1.2	0.92	i	Cc1ccc(CNS(=O)(=O)c2ccc3c(c2)C(C)(C)C(=O)N3C)cc1
-2.7	1.6	i	O=C(COC(=O)c1oc2ccccc2c1COc1ccccc1)NCCN1C(=O)CSC1=O
-0.3	0.85	i	Cc1ccc(C)n1-c1cccc(NC(=O)c2ccccc2)c1
-0.1	2	i	CCCCN(C(C)=O)C1CC(=O)N(c2ccc(OCCC)cc2)C1=O (stereo not given)
-0.8	-0.24	i	CCOC(=O)COc1ccc2ccccc2c1/C=C/[N+](=O)[O-]
-0.5	-2.8	i	CC(C)(C)OC(=O)[C@H](Cc1ccccc1)NC(=O)c1[nH]cnc1C(=O)N[C@@H](Cc1ccccc1)C(=O)OCc1ccccc1
-0.1	0.92	i	O=C(Nc1cc(Cl)ccc1N1CCOCC1)c1cc2ccccc2o1
-0.4	-0.8	i	COc1cccc(NC(=O)CNC(=O)c2ccc(OC)c(OC)c2)c1
-0.2	0.18	i	COCCn1c(C)c(C)c2c(NCCc3ccccc3)ncnc21
-1.0	0.15	i	COc1ccc(C2=NS(=O)(=O)N(C)C(C(=O)N3CCOCC3)=C2)cc1OC
-0.7	0.02	i	CC1(C)CC(=O)CC(=Nc2ccc3[nH]c(=O)[nH]c3c2)C1
-1.4	-1.6	i	O=C(CCc1ccccc1)N=C1SC2CS(=O)(=O)CC2N1Cc1ccccc1 (stereo not given)
x	0.03	i	CCn1cc(/C=C(\NC(=O)c2ccc(OC)cc2)C(=O)N2CCN(C)CC2)c2ccccc21
-1.1	0	i	CN(C)Cc1nc2c(c(=O)[nH]1)C(C)(C)Cc1ccccc1-2
0.0	1.2	i	Cc1cc(=O)oc2c3c(cc(OCC(=O)NCc4ccccn4)c12)OC(C)(C)CC3
-2.4	-0.75	i	O=C(Nc1cc(C(F)(F)F)ccc1N1CCOCC1)c1c(F)c(F)c(F)c(F)c1F
0.0	-0.01	i	COc1c2ccc(C(=O)NCCCCc3ccccc3)cc2nn1C
-1.1	-0.84	i	COc1cc(/C=C2\SC(=S)N(N3CCOCC3)C2=O)ccc1O
0.0	1.7	i	O=C(O)c1ccccc1N=Nc1ccc(O)cc1
-0.8	-0.63	i	CCOC(=O)C1=NOC2C3CC(C12)C1C(=O)N(CCc2ccc(OC)c(OC)c2)C(=O)C31 (stereo not given)
-1.0	-2.2	i	O=C(Cn1cc(SCc2ccc(F)cc2)c2ccccc21)N1CCOCC1
-0.5	0	i	COc1ccc(C(=O)Nc2ccc(NC(=O)c3ccccc3)cc2)cc1S(=O)(=O)N1CCOCC1
1.4	1.4	i	O=C(c1sc2ccccc2c1Cl)N(Cc1ccccc1)C1CCS(=O)(=O)C1 (stereo not given)
-0.4	0.1	i	C=C1CCC2[C@](C)(CO)[C@H](O)CC[C@@]2(C)[C@@H]1C/C=C1\C(=O)OC[C@H]1O (stereo not given in full)
0.3	-0.84	i	O=C1c2ccccc2NC(c2ccc(O)cc2)N1Cc1ccco1 (stereo not given)
-0.3	-0.15	i	O=C(Cn1c(C(F)(F)F)nc2ccccc21)c1ccc(Cl)cc1
-0.4	2	i	CC(C)CC(=O)N1CC(=O)Nc2ccc(F)cc2C1c1ccccc1 (stereo not given)
-1.4	0.27	i	CCOC(=O)C1CCN(c2cc(C)nc3ccc(OC)cc23)CC1
-1.1	0	i	CCOC(=O)COc1cccc2c(=O)n(CC(=O)NCCc3ccccc3)ccc12
x	-0.19	i	CCCCn1c(N)c(N(CC(C)C)C(=O)c2ccc(N(C)S(=O)(=O)c3ccc(C)cc3)cc2)c(=O)[nH]c1=O
-0.2	0.81	i	O=C(CSc1nnc2scc(-c3ccc(Cl)cc3)n12)NCc1ccco1
1.9	1.5	i	CC(C)Cc1nnc(NS(=O)(=O)Cc2ccccc2)s1
0.2	-0.46	i	CCc1ccccc1NC(=O)CCC(=O)N1CCSc2ccccc21
-1.7	0.35	i	c1ccc2c(c1)Cn1nc(Cc3nc4c(s3)CCCC4)nc1-2
